High-throughput results deposited in PubChem BioAssay by National Center for Advancing Translational Sciences (NCATS).
D2 antagonist: antagonizes the human D2 dopamine receptor | P14416 | HEK293 TREx D2 cells, calcium flux, dopamine EC80 | inhibition, % at 10 µM | 340,000 compounds, 2% hits | AID 485344; in the data active = inhibition above about 30%; note: 0% is about no effect
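In this primary screen, negative modulation is detected by tracking calcium flux after an EC80 dopamine challenge in inducible HEK293 T-REx D2 cells preexposed to test compound for 180 s.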
rTrxR1 inhibitor: rat TrxR1 inhibition; O89049; recombinant rTrxR1, NADPH fluorescence consumption, selenite substrate; Potency, µM (highest dose often 114 µM), without a hit: at the highest dose activity change, negative = inhibition, most hits filed as inhibitors; 390,000 compounds, 1% hits; note: potency is the fitted concentration of half-maximal effect; % is set by controls: 0 for no effect and ±100 for the full control effect; nearly all actives have a fitted effect of over 65% in size
Target sequence (O89049 whole entry, looked up): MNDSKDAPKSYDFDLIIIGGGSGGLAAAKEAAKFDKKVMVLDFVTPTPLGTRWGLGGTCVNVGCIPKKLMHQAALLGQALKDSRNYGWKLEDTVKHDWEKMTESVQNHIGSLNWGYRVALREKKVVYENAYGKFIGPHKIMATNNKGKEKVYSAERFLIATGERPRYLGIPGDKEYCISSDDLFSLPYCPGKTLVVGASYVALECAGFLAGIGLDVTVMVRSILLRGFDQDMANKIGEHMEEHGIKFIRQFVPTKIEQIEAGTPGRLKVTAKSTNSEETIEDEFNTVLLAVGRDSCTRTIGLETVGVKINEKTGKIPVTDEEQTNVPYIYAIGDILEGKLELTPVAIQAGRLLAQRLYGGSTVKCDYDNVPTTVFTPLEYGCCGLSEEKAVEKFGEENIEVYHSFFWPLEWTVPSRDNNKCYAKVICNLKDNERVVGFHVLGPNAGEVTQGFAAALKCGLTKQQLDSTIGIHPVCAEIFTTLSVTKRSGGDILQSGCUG
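Rat TrxR1 (90 nM in the dispensed reagent) was pre-reduced with 400 uM NADPH for 5 min at room temperature, then incubated with compound for 15 min. After 400 uM selenite was added, NADPH fluorescence (Ex 340/Em 450 nm) was followed for 8 min.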
D2 agonist: activates the human D2 dopamine receptor | AID 485358 | 340,000 compounds, 0.53% hits | P14416 | HEK293 T-REx D2 cells, calcium flux agonist mode | activation, % at 2 µM;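 active = activation over 3 SD above normal in the single-dose calcium agonist read, cut at about 30% in these data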; note: 0% is about no effect
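Tetracycline-induced HEK293 T-REx cells with force-coupled D2 receptor, plated overnight at 30 C, loaded with no-wash calcium dye. After a 10 s baseline, compound was pin-added and calcium flux read kinetically for 180 s; calcium rises flagged agonists.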
IDH1 R132H inh: human IDH1 R132H inhibition; IDH1-R132H enzyme, NADPH consumption, diaphorase/resazurin fluorescence; Potency, µM (doses to about 76.6 µM), for inactives: at the highest dose activity change, negative = inhibition, actives largely listed as inhibitors; 390,000 compounds, 0.093% hits; note: potency is the fitted concentration of half-maximal effect; % is set by controls: 0 for no effect and ±100 for the full control effect; nearly all actives have a fitted effect of over 65% in size
Target sequence (O75874 whole entry R132H, stated change not applied): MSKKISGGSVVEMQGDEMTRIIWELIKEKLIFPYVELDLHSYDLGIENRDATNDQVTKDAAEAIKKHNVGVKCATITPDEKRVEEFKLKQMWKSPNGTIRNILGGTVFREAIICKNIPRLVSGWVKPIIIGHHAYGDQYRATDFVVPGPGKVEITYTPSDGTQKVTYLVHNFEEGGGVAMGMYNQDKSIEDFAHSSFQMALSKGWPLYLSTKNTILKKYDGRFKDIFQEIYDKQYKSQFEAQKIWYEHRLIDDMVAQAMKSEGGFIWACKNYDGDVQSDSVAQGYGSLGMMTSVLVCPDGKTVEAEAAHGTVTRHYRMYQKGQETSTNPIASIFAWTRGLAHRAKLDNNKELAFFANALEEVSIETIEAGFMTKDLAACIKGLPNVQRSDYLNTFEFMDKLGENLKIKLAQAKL
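IDH1-R132H (0.5 ug/mL dispensed) in pH 7.5 Tris buffer was preincubated 30 min with compound, then given a substrate mix of 0.016 mM NADPH and 2 mM alpha-KG for 80 min at room temperature; remaining NADPH was read by diaphorase/resazurin fluorescence.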
USP1-UAF1 inh: inhibitors of human USP1/UAF1 deubiquitinase. AID 743255. O94782. 390,000 compounds, 0.23% hits. Potency, µM (highest dose often 57.1 µM), for inactives: at the top dose activity change, negative = inhibition, actives largely listed as inhibitors. recombinant USP1/UAF1, Ub-Rhodamine cleavage fluorescence; note: potency is the fitted concentration of half-maximal effect; % is set by controls: 0 for no effect and ±100 for the full control effect; nearly all actives have a fitted effect of over 60% in size; inactives centre near -12
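Step one: compound is pinned into 1nM USP1/UAF1 in HEPES pH 7.8 buffer with TCEP. Step two: 15 min room-temperature incubation. Step three: Ub-Rho (150nM final) starts cleavage, tracked by fluorescence over six one-minute reads.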
Pin1 inhibitor: inhibitors of human Pin1; Q13526; Pin1 FP peptide displacement, HiFluor488, 10 min; Potency, µM (titrated, usually from 115 µM), for inactives: at the top dose activity, negative = inhibition, most hits filed as inhibitors; 390,000 compounds, 0.009% hits; active = well fitted inhibition curve with a large enough effect in the polarisation, with a control signal flat, not every such curve was filed as active; inconclusive = small, poorly fitted or top-dose-only effect, or effect the other way, or a change in a side signal; inactive = no such curve, though single readings can be large or run the other way; the % refers to the polarisation; note: potency is the fitted concentration of half-maximal effect; % is set by controls: 0 for no effect and ±100 for the full control effect
Target sequence (Q13526 whole entry, looked up): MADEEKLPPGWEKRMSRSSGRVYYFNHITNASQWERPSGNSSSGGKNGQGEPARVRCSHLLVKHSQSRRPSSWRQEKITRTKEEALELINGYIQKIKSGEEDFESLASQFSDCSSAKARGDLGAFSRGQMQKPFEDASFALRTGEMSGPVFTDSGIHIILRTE
TrxR1 substrate: is turned over as a substrate by rat TrxR1. O89049. purified TrxR1 substrate turnover, NADPH consumption readout. Potency, µM (top dose mostly 114 µM), without a hit: top-dose activity change, negative = substrate turnover. 390,000 compounds, 0.01% hits; note: potency is the fitted concentration of half-maximal effect; % is set by controls: 0 for no effect and ±100 for the full control effect; nearly all actives have a fitted effect of over 50% in size
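Rat TrxR1, dispensed at 90 nM, was prereduced with 400 uM NADPH (final) for 5 min at ~22 deg C, then incubated with compound 15 min before 400 uM selenite. A first-read NADPH fluorescence drop versus no-compound background flagged substrates.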
TRHR ag: agonists of human TRH receptor; TRHR cells, calcium flux fluo-8, FDSS agonist mode; activation, % at 2 µM; P34981; AID 493084; 360,000 compounds, 0.18% hits; in the data active = activation above about 30%; note: 0% is about no effect
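Agonist-mode FDSS calcium read (Ex 480/Em 530, 1 s cycles) in 1536-well TRHR cells with fluo-8 dye, after 10-cycle baseline and 23 nL compound addition; TRH at EC20 (10 nM final) added afterwards for the enhancer phase.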
TRHR enhancer: allosteric enhancers of human TRH receptor; AID 493056; P34981; TRHR cells, fluo-8 calcium fluorescence, EC20 TRH enhancement; 360,000 compounds, 0.66% hits; enhancement, % at 2 µM; in the data active = enhancement above about 30%; note: 0% is about no effect
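Enhancer read-out: after compound pinning and an initial kinetic agonist-mode read, an EC20 of TRH (10 nM final) was injected and fluo-8 calcium signal (Ex 480/Em 530) followed at 1 s/cycle for 100 cycles in TRHR-expressing cells.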
* hit, by the source's call; u = inconclusive; x = not tested or not shown; & = joins results of further samples; [ ] = dose if it differs, or a comment. Unless noted, calls come from the whole dose curve; as a rule, active = well fitted inhibition curve with a large enough effect; inconclusive = small, poorly fitted or top-dose-only effect; inactive = no such curve, though single readings can be large or run the other way.

SMILES	D2 antagonist	rTrxR1 inhibitor	D2 agonist	IDH1 R132H inh	USP1-UAF1 inh	Pin1 inhibitor	TrxR1 substrate	TRHR ag	TRHR enhancer
CC(OC(=O)CNC(=O)c1cccs1)C(=O)Nc1ccc(S(N)(=O)=O)cc1 (configuration not stated)	-13	38%[57.1 µM]	0.0	-1%	6%	1%	5%[11.4 µM]	-0.3	2
COc1ccc(-n2c(C)cc(C(=O)NC3CCCCC3)c2C)cc1	14	-3%	0.1	19%	-25%	0%	10%	0.0	-12
Cn1c(=O)c2cc(NCc3ccccc3)nnc2n(C)c1=O	5	-18%	0.0	4%	-3%	-30%	-11%	0.1	2
CCCCc1c(C)c(C#N)c2[nH]c3ccccc3n2c1=O	7	18%	2.2	7%	-25%	14%	35%	1.8	-2
O=C(CSc1ccc(-c2cccc([N+](=O)[O-])c2)nn1)N1CCCCC1	11	-4%	0.6	5%	-28%	1%	-4%	-0.3	0
Cc1ccc(NC(=O)CCC(=O)N2Cc3ccccc3Oc3ncccc32)cc1Cl	x	32%	0.9	-14%	7%	-6%	2%	-1.8	-15
Nc1cn(C2OC(CO)C(O)C2O)c(=O)[nH]c1=O (configuration not stated)	x	-17%	x	-1%	-18%	-3%	2%[11.4 µM]	0.5	-2
O=C1NC(=S)N/C1=C/c1ccc2c(c1)OCO2	-2	11%	0.0	-7%	-15%	14%	0%	0.0	-3
Cc1ccc(NC(=O)CN(C)C(=O)c2cccc(S(=O)(=O)N3CCCC3)c2)cc1	-2	17%	-0.1	13%	-18%	-1%	11%	0.2	-2
O=C(OC(C(=O)NCc1ccc2c(c1)OCO2)c1ccc(Cl)cc1)c1ccco1 (configuration not stated)	-16	20%[57.1 µM]	0.4	-4%	-19%	-4%	10%[57.1 µM]	0.5	-8
Cc1cc(O)c(C(c2ccc(Cl)cc2)N2CCN(c3ccccc3)CC2)c(=O)n1Cc1ccco1 (configuration not stated)	x	u	23	7%	-20%	3%	-6%[57.1 µM]	0.1	-1
O=C(N/N=C/c1ccc2c(c1)OCCO2)c1ccncc1	3	8%	0.2	-7%	-24%	1%	-1%	0.9	-2
COc1ccc(N2CCN(C(=O)Cn3cnc4sc(C)c(S(=O)(=O)N5CCOCC5)c4c3=O)CC2)cc1	-10	-4%	0.2	2%	-24%	-10%	1%	-0.8	4
Cc1cc(C)c2oc(C(=O)Nc3nnc(C(C)C)s3)cc(=O)c2c1	4	-12%	-0.7	4%	-25%	0%	-17%	-1.7	11
O=C(CC1SC(N2CCCC2)=NC1=O)Nc1ccc(C(=O)N2CCN(c3cccc(Cl)c3)CC2)cc1 (configuration not stated)	13	-4%	9.0	3%	-8%	7%	-5%	-0.2	-1
C/C(=N\NC(=O)c1ccoc1C)c1cccnc1	-6	-1%	-1.5	0%	-16%	-10%	-4%	-0.7	11
Cc1ccc(S(=O)(=O)CC(=O)N2CCN(c3nc4c(F)cccc4s3)CC2)cc1	x	22%[57.1 µM]	-5.9	0%	-11%	1%	6%[57.1 µM]	0.0	-3
COc1ccc(NC(=O)CN(C)CC(=O)c2[nH]c(C)c(C(C)=O)c2C)cc1	8	-15%	0.6	3%	-22%	-3%	-1%	-0.5	0
COc1ccc(OC)c(C(=O)COC(=O)C(CCSC)NC(=O)COc2ccccc2)c1 (configuration not stated)	x	12%	x	-7%	-7%	29%	-1%	1.9	-3
CCC(=O)N1CCc2cc(Br)cc(S(=O)(=O)N3CCCC(C(=O)NCc4ccc(OC)cc4)C3)c21 (configuration not stated)	x	22%	0.2	0%	-13%	11%	-1%	-0.8	-7
CCc1[nH]c(=O)c(C#N)c2c1COC(C)(C)C2	-4	-10%	-0.5	2%	-6%	-2%	9%	1.0	3
Cc1cc(C)n(CC(C)NCc2cn[nH]c2-c2cccc3ccccc23)n1 (configuration not stated)	11	32%	0.2	-4%	-10%	-5%	4%	0.3	10
COc1cc2c(cc1OC)C(c1ccccc1)N(C(=O)c1ccccc1)CC2 (configuration not stated)	-5	16%[2.29 µM]	-2.3	-9%	-11%	-7%	-9%	-0.5	-3
Cc1ccc(NC(=O)COC(=O)c2ccccc2Nc2ccccc2)cc1	3	0%	0.2	1%	-14%	-4%	16%	0.3	3
COC(C[C@@H]1O[C@H]1[C@@H](O)[C@@H](C)OCc1ccccc1)OC	-12	11%[57.1 µM]	-0.4	-15%	0%	0%	9%[57.1 µM]	0.2	1
CCc1cccc(NC(=O)CCNC(=O)Cn2ccc3ccccc3c2=O)c1	x	17%	x	-9%	-14%	14%	9%	-0.3	3
COc1c(Br)cc([N+](=O)[O-])c(OC)c1C(=O)NC(=O)Nc1cc(Cl)cc(Cl)c1	20	10%	-0.1	-3%	-22%	11%	-1%	-0.4	-2
CC1CCN(S(=O)(=O)c2ccc3[nH]cc(C(=O)NCc4ccc(F)cc4)c(=O)c3c2)CC1	x	17%[57.1 µM]	-1.1	-8%	u	15%	-4%[57.1 µM]	0.5	1
Cc1sc(NC(=O)CSc2nnc(COc3ccc(Cl)cc3)n2C)c(C#N)c1C	-2	-9%	0.0	1%	-19%	51%[activator]	-7%	-0.4	9
Cn1c(=O)[nH]c(=O)c2c1nc(NCc1ccccc1)n2CC(O)c1ccccc1 (configuration not stated)	13	12%	-0.5	1%	-22%	-1%	-9%[57.1 µM]	-1.8	4
COc1n[nH]c(C(=O)Nc2cc(Cl)ccc2Cl)c1[N+](=O)[O-]	32*	15%[57.1 µM]	0.3	-3%	-1%	-2%	-1%[57.1 µM]	-0.4	19
Cc1ccc(-c2nnn(CC(=O)N(Cc3cccs3)C(C(=O)NC3CCCC3)c3ccncc3)n2)cc1 (configuration not stated)	-19	14%	0.5	-3%	-12%	23%	3%	-0.2	11
O=C(NCCN1CCOCC1)c1cc([N+](=O)[O-])cc([N+](=O)[O-])c1	7	6%[57.1 µM]	-0.2	3%	-20%	-10%	21%	0.1	-5
O=C(O)CSc1nc2ccccc2nc1N1CCCCC1	x	1%	0.6	1%	-5%	-7%	-3%	-0.2	13
Cc1cccc(C)c1NC(=O)C(=O)NCC(c1ccc2c(c1)OCO2)N1CCOCC1 (configuration not stated)	x	16%[57.1 µM]	0.5	-13%	0%	-2%	2%[57.1 µM]	-0.2	0
Cc1cc(C)nc(SCC(=O)NC(=O)c2ccccc2O)n1	x	13µM*	x	2%	u	-9%	-4%[57.1 µM]	x	x

Molecules listed so far that contain bromine:
SMILES	D2 antagonist	rTrxR1 inhibitor	D2 agonist	IDH1 R132H inh	USP1-UAF1 inh	Pin1 inhibitor	TrxR1 substrate	TRHR ag	TRHR enhancer
CCC(=O)N1CCc2cc(Br)cc(S(=O)(=O)N3CCCC(C(=O)NCc4ccc(OC)cc4)C3)c21 (configuration not stated)	x	22%	0.2	0%	-13%	11%	-1%	-0.8	-7
COc1c(Br)cc([N+](=O)[O-])c(OC)c1C(=O)NC(=O)Nc1cc(Cl)cc(Cl)c1	20	10%	-0.1	-3%	-22%	11%	-1%	-0.4	-2

(more compounds)
SMILES	D2 antagonist	rTrxR1 inhibitor	D2 agonist	IDH1 R132H inh	USP1-UAF1 inh	Pin1 inhibitor	TrxR1 substrate	TRHR ag	TRHR enhancer
COc1ccccc1CNC(=O)C(NC(=O)c1ccccc1C)C(C)C (configuration not stated)	-6	20%[57.1 µM]	0.8	0%	-18%	3%	9%[57.1 µM]	-0.4	-3
COc1ccc(NC(=O)c2c(C)oc3ccc(O)c(CN4CCC(C)CC4)c23)cc1	x	18%	-0.6	-2%	-23%	-2%	-2%	-0.1	8
Cc1ccc(S(=O)(=O)N2CCCC2C(=O)Nc2nc3ccccc3s2)cc1 (configuration not stated)	0	3%	-0.4	1%	-2%	1%	-2%	0.0	-1
O=C(C1CCCN(S(=O)(=O)c2ccc(Br)s2)C1)N1CCN(c2ccccc2)CC1 (configuration not stated)	29	u	3.9&8.0	9%&-14%	u	3%&32%	3%&0%	-0.6&-0.8	-2&-4
O=C(CSc1ncccc1-c1nc2ccccc2[nH]1)NC1CC1	x	-10%	x	5%	5%	18%	14%	-0.4	1
Cc1cccc(OCC(O)Cn2c(-n3nc(C)cc3C)nc3c2c(=O)[nH]c(=O)n3C)c1 (configuration not stated)	8	16%[57.1 µM]	1.5	-2%	-8%	0%	10%[57.1 µM]	-0.2	4
CCOc1ncccc1C(=O)Nc1cc(S(=O)(=O)N2CCOCC2)ccc1N1CCCC1	-6	-8%[57.1 µM]	1.8	0%	-18%	0%	-8%	-1.9	0
CCN(CC)c1nc(-c2ccccn2)nc(-c2ccccc2)c1C#N	-23	-2%[57.1 µM]	-1.1	0%	-6%	-8%	-5%[57.1 µM]	-0.8	-3
COc1ccc(N(C)S(=O)(=O)c2cccc(C(=O)NC3CCC(C)CC3)c2)cc1 (configuration not stated)	-5	19%[57.1 µM]	-0.5	5%	u	0%	7%[57.1 µM]	1.2	-5
Cc1ccc(C(=O)NCC(=O)N(C)CC(=O)Nc2ccccc2Br)s1	12	8%	0.0	-1%	4%	-2%	-4%	0.2	2
Cc1cccn2c(=O)c3cc(C(=O)NCCN4CCOCC4)c(=N)n(CCc4ccccc4)c3nc12	-11	25%[57.1 µM]	0.9	-3%	-8%	3%	93%[activator][57.1 µM]	0.0	-4
CCOC(=O)c1cccc(N/C=C/C(=O)c2ccc(OC)c(OC)c2)c1	-2	-20%	-0.9	5%	u	55%[activator]	-10%	-1.9	7
COc1ccc(-c2oc3ccc(-c4ccc(OC)nc4)cc3c2-c2ccc(OC)cc2)cc1	x	84%	x	14%	-27%	5%	102%[activator][57.1 µM]	x	x

Only part of the results is shown (hit frequency here may not be typical).
